Yeast superoxide – lowers age-related superoxide in aged yeast cells | S. cerevisiae aged cells, superoxide DHE fluorescence; hits give low values | superoxide response (% of plate mean), % at 10 µM | hit rate 0.18% among 330,000;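 active means superoxide response under a set limit, about three screen SD below normal, cut at about 65% in these data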;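 further: yeast aged for seven days with compound at 30 °C before DHE staining; 100% = average MFI of all compound-treated wells on the plate with controls excluded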
Fam108B counter – blocks mouse Fam108B hydrolase in RBBP9 counter-screen | recombinant Fam108B, FP-Rh probe fluorescence polarization | inhibition, % at 9.51 µM | hit rate 0.33% among 300,000;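 active means inhibition above the screen mean inhibition plus 3 SD, computed separately per campaign, cut at about 18% in these data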;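 further: inhibitors lower polarization as less probe binds the enzyme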
EBNA-1 inhibitor – blocks EBNA-1 binding to DNA; EBNA-1 DNA binding, fluorescence polarization; inhibition, % at 14.8 µM; hit rate 0.34% among 300,000; AID 1950; in the data active means inhibition above about 28%
MEX-5 binding – C. elegans MEX-5 TCR-2 RNA binding activity; activity score (negative = inhibition of binding), % at 10 µM; Q9XUB2; hit rate 0.38% among 300,000; MEX-5/FITC-TCR2 RNA binding, fluorescence polarization; hits give low values; AID 1832;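 active means inhibition past about -25% in most replicates, and total fluorescence under double the plate's negative control median, limit read from the data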;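 further: 0% = DMSO and -100% = 5 µM competing unlabeled TCR2 RNA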
MCL1 BIM primary – MCL1-BIM-BH3 interaction inhibition (human); GST-MCL1 / FITC-Bim-BH3 fluorescence polarization; AID 2057; inhibition, % at 10.9 µM; Q07820; hit rate 0.68% among 320,000;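 active means inhibition above the mean inhibition of all tested compounds plus 3 SD, set per campaign, cut at about 40% in these data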;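 further: 0% = DMSO wells and 100% = unlabeled Bim-BH3 peptide control; higher means more loss of mP so more displacement of Bim peptide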
ZTA DNA inh – ZTA (EBV) inhibition in EBNA-1 counter-screen. P03206. AID 2234. ZTA-DNA binding, fluorescence polarization. hit rate 0.15% among 320,000. inhibition, % at 11 µM; in the data active means inhibition above about 33%
Target sequence (P03206 whole entry, looked up): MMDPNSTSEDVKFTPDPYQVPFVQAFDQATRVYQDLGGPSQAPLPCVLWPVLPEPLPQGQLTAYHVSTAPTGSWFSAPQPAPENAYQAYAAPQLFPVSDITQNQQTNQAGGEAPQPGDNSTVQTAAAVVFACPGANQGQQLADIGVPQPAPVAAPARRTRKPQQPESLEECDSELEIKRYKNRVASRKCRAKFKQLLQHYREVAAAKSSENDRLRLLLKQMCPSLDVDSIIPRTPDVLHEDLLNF
GLD-1 RNA inh – GLD-1-TGE RNA interaction inhibition (C. elegans). Q17339. purified GLD-1 + fluorescein TGE RNA, fluorescence polarization. inhibition, % at 5.96 µM. hit rate 0.44% among 320,000. AID 2280;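 active means percent inhibition above a per-plate cutoff, the plate mean of test compounds plus 3 SD, cut at about 30% in these data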;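 further: 0% = DMSO wells with GLD-1 and probe and 100% = wells lacking GLD-1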
Target sequence (Q17339 whole entry, looked up): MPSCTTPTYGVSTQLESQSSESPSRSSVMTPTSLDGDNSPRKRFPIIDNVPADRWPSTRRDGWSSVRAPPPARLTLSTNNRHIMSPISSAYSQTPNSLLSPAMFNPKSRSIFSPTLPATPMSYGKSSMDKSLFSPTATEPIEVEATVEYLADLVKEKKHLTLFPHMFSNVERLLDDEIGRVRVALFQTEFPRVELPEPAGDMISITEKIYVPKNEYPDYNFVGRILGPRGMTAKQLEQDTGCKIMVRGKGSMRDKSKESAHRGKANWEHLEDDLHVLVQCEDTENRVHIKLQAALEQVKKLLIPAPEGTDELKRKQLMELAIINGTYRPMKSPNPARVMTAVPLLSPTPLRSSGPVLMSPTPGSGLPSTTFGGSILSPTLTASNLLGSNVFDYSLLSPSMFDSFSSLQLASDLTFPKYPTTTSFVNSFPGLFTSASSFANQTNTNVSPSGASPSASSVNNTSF
Efflux pump mplx – inhibitors of Candida antifungal efflux pumps expressed in yeast | S. cerevisiae Candida pump triplex, Nile Red efflux | AID 485275 | inhibition, % at 10 µM | hit rate 0.44% among 330,000;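 active means plate passing quality check with inhibition over a set limit, or well fluorescence over plate mean plus 4 SD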;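 further: Nile Red retained in pooled yeast measured as flow cytometry median fluorescence; 0% = buffer negative control and 100% = Enniatin B positive control; higher means more Nile Red kept so more efflux inhibition; some compounds called inactive have numbers as strong as hits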
Bcl-xL primary – inhibitors of human Bcl-xL; GST-Bcl-xL / FITC-Bim BH3 peptide fluorescence polarization; inhibition, % at 10.9 µM; hit rate 0.7% among 320,000; AID 2129;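 active means inhibition above the mean of all tested compounds plus 3 SD, cutoff set per campaign, cut at about 30% in these data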;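 further: 0% = DMSO wells and 100% = unlabeled Bim-BH3 peptide competitor; inhibitors lower millipolarization by displacing the labeled peptide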
Target sequence (Q07817 whole entry, looked up): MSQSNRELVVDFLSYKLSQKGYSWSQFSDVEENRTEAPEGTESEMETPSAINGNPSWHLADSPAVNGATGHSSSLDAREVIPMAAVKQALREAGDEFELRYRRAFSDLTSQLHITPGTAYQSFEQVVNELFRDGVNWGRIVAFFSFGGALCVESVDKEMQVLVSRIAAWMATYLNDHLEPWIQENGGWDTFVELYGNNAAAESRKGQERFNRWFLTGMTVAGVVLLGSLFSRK
An asterisk follows results filed as active.

Cc1ccc(Cl)cc1N1CCN(C(=O)C2(S(=O)(=O)c3ccc(Cl)cc3)CC2)CC1 was read as Yeast superoxide 101, Fam108B counter 1, EBNA-1 inhibitor -9, MEX-5 binding 0.2, MCL1 BIM primary 0, ZTA DNA inh 0, GLD-1 RNA inh 7, Efflux pump mplx 0.0 and Bcl-xL primary 1.
COc1ccc(C(=O)Nc2ccccc2C(=O)O)cc1NC(=O)C(c1ccccc1)c1ccccc1 was read as Yeast superoxide 98, Fam108B counter -23, EBNA-1 inhibitor 1, MEX-5 binding -1.3, MCL1 BIM primary 2, ZTA DNA inh 14, GLD-1 RNA inh 4, Efflux pump mplx 0.0 and Bcl-xL primary 6.
Screening CCOC(=O)C1=C(N)OC2=C(C(=O)CC(C)(C)C2)C1C1CCCCC1 (stereo not drawn) returned Yeast superoxide 72, Fam108B counter -2, EBNA-1 inhibitor 9, MEX-5 binding 0.1, MCL1 BIM primary -3, ZTA DNA inh 20, GLD-1 RNA inh -2, Efflux pump mplx 0.2 and Bcl-xL primary 2.
`CCc1nnc(NC(=O)c2ccc(C)o2)s1` gave Yeast superoxide 103, Fam108B counter 2, EBNA-1 inhibitor -10, MEX-5 binding -2.3, MCL1 BIM primary 4, ZTA DNA inh -5, GLD-1 RNA inh -1, Efflux pump mplx 0.2 and Bcl-xL primary 2.
`CC1CN(C(=O)COC(=O)c2ccc(NC(=O)CC#N)cc2)CC(C)O1` (stereo not drawn) gave Yeast superoxide 98, Fam108B counter 4, EBNA-1 inhibitor 0, MEX-5 binding 0.3, MCL1 BIM primary 3, ZTA DNA inh 2, GLD-1 RNA inh -4, Efflux pump mplx 0.0 and Bcl-xL primary 2.
Screening CSc1ccc(NC(=O)/C=C/C(=O)O)cc1 returned Yeast superoxide 109, Fam108B counter 0, EBNA-1 inhibitor -5, MEX-5 binding 0.8, MCL1 BIM primary 7, ZTA DNA inh -13, GLD-1 RNA inh 4, Efflux pump mplx 0.0 and Bcl-xL primary 5.
For O=C(NCCN1CCOCC1)c1cc(-c2ccc(F)cc2)on1 the results were Yeast superoxide 116, Fam108B counter 5, EBNA-1 inhibitor 1, MEX-5 binding 0.9, MCL1 BIM primary 5, ZTA DNA inh -9, GLD-1 RNA inh 1, Efflux pump mplx -0.2 and Bcl-xL primary 0.
`CCn1cc(C(=O)O)c(=O)c2cc(F)c(N3CCN(S(=O)(=O)c4ccc(NC(C)=O)cc4)CC3)cc21` gave Yeast superoxide 94, Fam108B counter 4, EBNA-1 inhibitor 3, MEX-5 binding 0.6, MCL1 BIM primary 6, ZTA DNA inh -11, GLD-1 RNA inh -3, Efflux pump mplx -0.1 and Bcl-xL primary 2.
COc1ccc(C(=O)NC(=S)Nc2ccc(N3CCOCC3)cc2)cc1Cl was read as Yeast superoxide 117, Fam108B counter -1, EBNA-1 inhibitor -6, MEX-5 binding 3.1, MCL1 BIM primary 11, ZTA DNA inh 4, GLD-1 RNA inh -2, Efflux pump mplx -0.1 and Bcl-xL primary 5.
`CC(=O)N(Cc1cccnc1)c1cccc(-c2nc3ccccc3s2)c1` gave Yeast superoxide 115, Fam108B counter 0, EBNA-1 inhibitor -13, MEX-5 binding -2.7, MCL1 BIM primary 5, ZTA DNA inh -9, GLD-1 RNA inh -5, Efflux pump mplx 0.4 and Bcl-xL primary 6.
`O=C(O)COc1ccc(Br)cc1CP(=O)(c1ccccc1)c1ccccc1` gave Yeast superoxide 107, Fam108B counter -3, EBNA-1 inhibitor -10, MEX-5 binding -1.9, MCL1 BIM primary 0, ZTA DNA inh 6, GLD-1 RNA inh 4, Efflux pump mplx -0.1 and Bcl-xL primary 4.
For CC(C)C1Oc2ccccc2N(CC(=O)NC2CCCCC2)C1=O (stereo not drawn) the results were Yeast superoxide 99, Fam108B counter 0, EBNA-1 inhibitor -1, MEX-5 binding 0.0, MCL1 BIM primary 1, ZTA DNA inh -11, GLD-1 RNA inh 6, Efflux pump mplx -0.1 and Bcl-xL primary 2.
`CN(C)c1ccc(CN(C(=O)c2cc3ccccc3oc2=O)C2CCS(=O)(=O)C2)cc1` (stereo not drawn) gave Yeast superoxide 86, Fam108B counter -2, EBNA-1 inhibitor 4, MEX-5 binding -2.6, MCL1 BIM primary -5, ZTA DNA inh 5, GLD-1 RNA inh 5, Efflux pump mplx 0.0 and Bcl-xL primary 0.
Screening O=S(=O)(c1c(F)cccc1F)N1CCCC2CCCCC21 (stereo not drawn) returned Yeast superoxide 120, MCL1 BIM primary -10, ZTA DNA inh -12, GLD-1 RNA inh 5, Efflux pump mplx 0.3 and Bcl-xL primary -5.
For Cc1nn(-c2ccccc2)c(N)c1C(c1ccccc1)c1c(C)nn(-c2ccccc2)c1N the results were Yeast superoxide 101, Fam108B counter -2, EBNA-1 inhibitor 8, MEX-5 binding 0.4, MCL1 BIM primary -1, ZTA DNA inh 2, GLD-1 RNA inh -1, Efflux pump mplx 0.1 and Bcl-xL primary -3.
For O=C(Nc1ccc2c(c1)OCO2)[C@@H]1CCCN1S(=O)(=O)c1cccc2cccnc12 the results were Yeast superoxide 113, Fam108B counter -3, EBNA-1 inhibitor 7, MCL1 BIM primary 3, ZTA DNA inh 4, GLD-1 RNA inh -9, Efflux pump mplx 0.0 and Bcl-xL primary -2.
`CC(=O)Nc1ccc(S(=O)(=O)N(C)c2ccccc2)cc1` gave Yeast superoxide 103, Fam108B counter 2, EBNA-1 inhibitor -8, MEX-5 binding -2.7, MCL1 BIM primary 6, ZTA DNA inh -7, GLD-1 RNA inh 9, Efflux pump mplx -0.1 and Bcl-xL primary 3.
CCN(CC)CCn1c(NCc2ccc(OC)cc2)nc2ccccc21 was read as Yeast superoxide 116, Fam108B counter -3, EBNA-1 inhibitor -11, MEX-5 binding -1.8, MCL1 BIM primary 6, ZTA DNA inh -8, GLD-1 RNA inh 3, Efflux pump mplx 0.0 and Bcl-xL primary 7.
`CCC(=O)NC(=S)Nc1ccc(NC(=O)c2ccccc2[N+](=O)[O-])cc1` gave Yeast superoxide 107, Fam108B counter 7, EBNA-1 inhibitor 14, MEX-5 binding 1.3, MCL1 BIM primary 6, ZTA DNA inh 10, GLD-1 RNA inh 7, Efflux pump mplx 0.1 and Bcl-xL primary 4.
Screening COCCNC(=S)N1CCCC(CO)C1 (stereo not drawn) returned Yeast superoxide 102, Fam108B counter 0, EBNA-1 inhibitor -9, MEX-5 binding -1.2, MCL1 BIM primary 8, ZTA DNA inh 2, GLD-1 RNA inh 10, Efflux pump mplx -0.1 and Bcl-xL primary 1.
`C[C@@H](C(=O)Nc1nc(-c2ccccn2)cs1)N1C(=O)C2CCCCC2C1=O` (stereo partly drawn) gave Yeast superoxide 88, Fam108B counter 8, EBNA-1 inhibitor -6, MEX-5 binding -3.6, MCL1 BIM primary 27, ZTA DNA inh 4, GLD-1 RNA inh 3, Efflux pump mplx 0.0 and Bcl-xL primary 23.
CC(=O)N(CCc1ccccc1C)Cc1cc2ccc(C)cc2[nH]c1=O was read as Yeast superoxide 99, Fam108B counter -4, EBNA-1 inhibitor -5, MEX-5 binding 1.4, MCL1 BIM primary -3, ZTA DNA inh -1, GLD-1 RNA inh -8, Efflux pump mplx 0.1 and Bcl-xL primary 1.
CN(CCOc1ccccc1)c1ccc(S(=O)(=O)N2CCCCC2)cn1 was read as Yeast superoxide 88, Fam108B counter 7, EBNA-1 inhibitor -23, MEX-5 binding 1.5, MCL1 BIM primary 0, ZTA DNA inh 1, GLD-1 RNA inh -6, Efflux pump mplx 0.5 and Bcl-xL primary -3.
Screening CC(=O)Nc1ccc(S(=O)(=O)N2CCN(C(=O)C3COc4ccccc4O3)CC2)cc1 (stereo not drawn) returned Yeast superoxide 100, Fam108B counter 1, EBNA-1 inhibitor 4, MEX-5 binding -2.0, MCL1 BIM primary 5, ZTA DNA inh 25, GLD-1 RNA inh 4, Efflux pump mplx -0.3 and Bcl-xL primary 2.
`CCCn1c(O)c(N=NC(=O)CNC(=O)c2cccnc2)c2ccccc21` gave Yeast superoxide 78, Fam108B counter 2, EBNA-1 inhibitor -2, MEX-5 binding 0.8, MCL1 BIM primary -3, ZTA DNA inh 8, GLD-1 RNA inh -2, Efflux pump mplx 0.0 and Bcl-xL primary 0.
NC(=O)[C@@H]1CCCN1Cc1nc(-c2cccs2)no1 was read as Yeast superoxide 98, Fam108B counter 1, EBNA-1 inhibitor 11, MEX-5 binding 2.0, MCL1 BIM primary 4, ZTA DNA inh 5, GLD-1 RNA inh -7, Efflux pump mplx 0.0 and Bcl-xL primary 4.
`O=C(O)c1ccc(-c2nc(-c3ccccc3)c(-c3cccs3)[nH]2)cc1` gave Yeast superoxide 103, Fam108B counter 4, EBNA-1 inhibitor 9, MEX-5 binding -0.9, MCL1 BIM primary 1, ZTA DNA inh 6, GLD-1 RNA inh -3, Efflux pump mplx -0.1 and Bcl-xL primary 13.
For Clc1ccc(-c2noc(CN3CCN(c4ccccc4)CC3)n2)cc1 the results were Yeast superoxide 100, Fam108B counter 2, EBNA-1 inhibitor -5, MEX-5 binding 0.7, MCL1 BIM primary 4, ZTA DNA inh -12, GLD-1 RNA inh 8, Efflux pump mplx 0.0 and Bcl-xL primary 7.
Screening CN(C)S(=O)(=O)c1ccc2c(c1)Cc1cc(S(=O)(=O)N(C)C)ccc1-2 returned Yeast superoxide 176, Fam108B counter -4, EBNA-1 inhibitor 4, MEX-5 binding 0.2, MCL1 BIM primary 3, ZTA DNA inh 9, GLD-1 RNA inh 7, Efflux pump mplx -0.2 and Bcl-xL primary 2.
`O=C(Nc1ccc2c3c(cccc13)CC2)c1ccc(Br)o1` gave Yeast superoxide 102, Fam108B counter -6, EBNA-1 inhibitor -1, MEX-5 binding -1.1, MCL1 BIM primary 2, ZTA DNA inh 0, GLD-1 RNA inh 3, Efflux pump mplx 0.0 and Bcl-xL primary -1.
O=C(COC(=O)c1ccccc1C(=O)N1CCN(c2ccccc2)CC1)Nc1ccc(F)cc1 was read as Yeast superoxide 100, Fam108B counter 3, EBNA-1 inhibitor -2, MEX-5 binding -3.3, MCL1 BIM primary 49*, ZTA DNA inh 4, GLD-1 RNA inh 37*, Efflux pump mplx 0.0 and Bcl-xL primary 54*.
For O=c1cc(Cc2nnc(SCc3ccccc3)n2-c2ccc(Cl)cc2)[nH]c(=O)[nH]1 the results were Yeast superoxide 107, Fam108B counter -3, EBNA-1 inhibitor -5, MEX-5 binding 0.8, MCL1 BIM primary 6, ZTA DNA inh -33, GLD-1 RNA inh 9, Efflux pump mplx 0.0 and Bcl-xL primary 1.
Cc1ccccc1CSCCNC(=O)Nc1ccccc1 was read as Yeast superoxide 92, Fam108B counter -3, EBNA-1 inhibitor -4, MEX-5 binding 1.2, MCL1 BIM primary 11, ZTA DNA inh -7, GLD-1 RNA inh -6, Efflux pump mplx 0.0 and Bcl-xL primary 8.

No new results follow: an excerpt of the list.
For O=c1cc(Cc2nnc(SCc3ccccc3)n2-c2ccc(Cl)cc2)[nH]c(=O)[nH]1 the results were Yeast superoxide 107, Fam108B counter -3, EBNA-1 inhibitor -5, MEX-5 binding 0.8, MCL1 BIM primary 6, ZTA DNA inh -33, GLD-1 RNA inh 9, Efflux pump mplx 0.0 and Bcl-xL primary 1.
Cc1ccccc1CSCCNC(=O)Nc1ccccc1 was read as Yeast superoxide 92, Fam108B counter -3, EBNA-1 inhibitor -4, MEX-5 binding 1.2, MCL1 BIM primary 11, ZTA DNA inh -7, GLD-1 RNA inh -6, Efflux pump mplx 0.0 and Bcl-xL primary 8.

High-throughput results as filed in PubChem.
